Source: PubChem (Broad Institute)
esBAF inh: inhibitors of esBAF chromatin remodeling in mouse ES cells; Bmi1-luciferase knock-in reporter, 24 h; 100% = twice the neutral-well signal; reporter increase, % at 12.5 µM; 350,000 compounds, 2% hits; in the data active = activation above about 40%;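 also: 0% = median of the plate's neutral control wells and 100% = double that signal; a rise in the Bmi1 reporter signal indicates esBAF inhibition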
ERp5 inh: blocks human ERp5 reductase activity on insulin | inhibition, % at 9.99 µM | 350,000 compounds, 0.05% hits | ERp5 insulin aggregation, absorbance 650 nm, 90 min;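 active = mean replicate inhibition above about 25%, with every replicate also reaching it, limit read from the data, passing the limit was not always enough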
S100A4 inh HTS: S100A4-myosin IIA interaction inhibition. P26447. S100A4/TAMRA-MyoIIA peptide fluorescence polarization. inhibition, % at 10.7 µM. 360,000 compounds, 0.14% hits;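 active = mean inhibition of at least 70% across replicates, with every replicate also reaching that level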
Target sequence (P26447 whole entry, looked up): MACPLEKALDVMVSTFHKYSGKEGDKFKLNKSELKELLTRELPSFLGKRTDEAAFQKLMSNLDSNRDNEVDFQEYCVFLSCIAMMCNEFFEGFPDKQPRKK
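Compound dosing: one dose per compound; test system: human S100A4 monomer with TAMRA-labelled myosin IIA peptide; probe or stimulus: TAMRA-labelled myosin IIA heavy-chain peptide probe, 5 nM; medium: HEPES buffer with Ca2+, pH 7.2; schedule: 5 min incubation before reading; benchmarks: neutral control DMSO, positive control TFP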
E-sel inducer: E-selectin induction on HUVECs; HUVEC E-selectin immunofluorescence imaging; normalized: neutral wells 0, TNF-alpha wells 100; AID 686992; 260,000 compounds, 0.37% hits; activation, % at 7.58 µM; P16581;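 active = mean E-selectin-positive cell signal at least 10% of the positive control, reached in at least 60% of replicates, without over 20% cell loss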;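 also: in these data hits start at about 27%; measured in HUVEC primary endothelial cells; signal is the percent of cells scored E-selectin positive by PE staining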
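Assay system: HUVEC, human umbilical vein endothelial cells / Amount: 3,000 HUVEC/well / Controls: TNF-alpha positive control, DMSO neutral control / Compound dosing: single concentration / Medium: EGM-2 over gelatin coat / Evaluation: percent E-selectin-positive cells / Signal: immunofluorescence imaging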
RAD52 anneal inh: RAD52 (human) annealing inhibition; recombinant RAD52 DNA annealing, FRET fluorescence; inhibition, % at 18.7 µM; 360,000 compounds, 0.46% hits;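 active = every replicate showing at least 50% inhibition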
Xi reactivation: X-chromosome reactivation activator; XiGFP mouse fibroblasts, % GFP-positive cells imaging, 3 d; cells co-treated with 5-aza-dC sensitizer; scaled so ellipticine positive control = 100%; activation, % at 7.58 µM; 360,000 compounds, 0.055% hits;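 active = mean normalized replicate activation at least 10% and every replicate at or above 10%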;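 also: 0% = median of on-plate neutral control wells and 100% = ellipticine 6 µM median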
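Assay system: SV40-immortalized XiGFP fibroblast cells, line 68-5-11; buffer or medium: DMEM plus 5-aza-dC sensitizer; compound: one concentration, pinned; timing: compounds 3 days, fix/stain 15 min at room temperature; benchmarks: positive control ellipticine, 6 µM final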
RAD54 inh: blocks human RAD54 Holliday junction branch migration; inhibition, % at 10.4 µM; 360,000 compounds, 0.14% hits; FAM/BHQ fluorescence; Q92698;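 active = mean normalized replicate activity at least 40 and at least half of replicates scoring 40 or more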;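 also: 0% = median of neutral control wells and 100% = median of positive control wells; inhibitors cause a drop in the FAM fluorescence signal; in these data hits start at about 50%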
Target sequence (Q92698 whole entry, looked up): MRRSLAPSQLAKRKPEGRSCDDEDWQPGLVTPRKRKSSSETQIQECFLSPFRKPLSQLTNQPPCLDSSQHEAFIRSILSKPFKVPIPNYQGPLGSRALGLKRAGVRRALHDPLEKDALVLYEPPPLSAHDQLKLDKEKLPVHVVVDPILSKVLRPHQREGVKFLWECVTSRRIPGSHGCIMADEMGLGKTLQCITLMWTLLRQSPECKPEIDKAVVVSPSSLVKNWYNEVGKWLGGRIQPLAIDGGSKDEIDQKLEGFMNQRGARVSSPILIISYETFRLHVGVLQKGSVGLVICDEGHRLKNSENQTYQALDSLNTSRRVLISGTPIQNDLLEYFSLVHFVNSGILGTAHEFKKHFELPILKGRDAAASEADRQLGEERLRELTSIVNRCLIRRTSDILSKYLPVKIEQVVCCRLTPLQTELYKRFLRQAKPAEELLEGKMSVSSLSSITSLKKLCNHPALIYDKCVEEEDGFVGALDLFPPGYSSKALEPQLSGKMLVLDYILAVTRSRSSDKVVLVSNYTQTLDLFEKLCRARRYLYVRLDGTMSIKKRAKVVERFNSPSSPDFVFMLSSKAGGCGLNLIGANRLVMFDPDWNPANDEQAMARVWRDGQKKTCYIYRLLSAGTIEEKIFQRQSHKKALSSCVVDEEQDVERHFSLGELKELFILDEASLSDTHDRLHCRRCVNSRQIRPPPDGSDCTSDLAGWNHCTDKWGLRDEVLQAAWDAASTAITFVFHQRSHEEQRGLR
ERAP1 HTS inh: inhibitors of human ERAP1 aminopeptidase. Q9NZ08. inhibition, % at 10.7 µM. 340,000 compounds, 0.15% hits. recombinant ERAP1, Leu-AMC fluorescence, 60 min;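 active = mean replicate inhibition of at least 30%, or all replicates individually reaching that 30% level; inactive = mean below 30% and not every replicate reaching it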;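 also: 0% = neutral control wells and 100% = L-leucinethiol positive control wells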
* = called active by the depositor; nt = no result given; & = joins results of further samples. The order is random; about 2.5% have a hit in one of these screens.

SMILES	esBAF inh	ERp5 inh	S100A4 inh HTS	E-sel inducer	RAD52 anneal inh	Xi reactivation	RAD54 inh	ERAP1 HTS inh
COc1ccc(NC(=O)N2CCCCN3[C@@H](CO)[C@H](c4ccc(C#CCC(C)C)cc4)[C@@H]3C2)cc1	-8	-1	-1	-0.8	8	0.0	-9	-2
COc1ccc(NC(=O)Nc2cccc3c2O[C@@H](CN(C)Cc2ccncc2)[C@@H](C)CN([C@H](C)CO)C3=O)cc1	-2	1	-9	nt	5	0.7	-18	-3
C[C@@H]1CN([C@H](C)CO)S(=O)(=O)c2ccc(/C=C/c3ccccc3)cc2O[C@@H]1CN(C)C(=O)Nc1cccc(F)c1	-3	-6	-30	0.1	-4	-0.5	7	2
CN(CC(=O)Nc1ccc(Cl)c(C(F)(F)F)c1)C(=O)c1ccc2c(c1)OCCO2	2	1	0	0.3	6	0.0	-4	-6
O=C(COc1nncc2ccccc12)Nc1c(F)c(F)c(F)c(F)c1F	nt	0	2	1.3	-22	0.0	nt	-3
COc1ccc(NC(=O)C2=CC=CN3CCS(=O)(=O)N=C23)c(OC)c1	-4	10	-11	-0.3	-14	-0.1	2	0
CCn1cc(C(=O)N2CC=C(c3ccccc3)CC2)c(=O)c2ccc(C)nc21	-1	-3	-4	nt	-7	nt	3	4
Cc1ccc2nc(C3CCCCC3)c(Cc3ccccc3)n2c1	1	-14	-3	0.0	-6	0.4	6	-2
COc1ccccc1/C(C)=N/NC(=O)c1nnn(-c2nonc2N)c1C(C)C	8	3	4	2.3	-10	0.3	-8	0
CN1CCCN(C(=O)c2c(F)cccc2Cl)CC1	-7	-5	0	nt	-1	0.0	4	0
O=C1CCCC(=O)C1Sc1ccc(Cl)cc1	nt	-2	3	nt	6	0.0	nt	2
CC1(c2ccccc2)NC(=O)N(NC(=O)COC(=O)c2cc(Br)ccc2O)C1=O (configuration not stated)	-9	-1	-3	nt	-9	0.1	-15	0
CCC(=O)Nc1ccc2c(c1)OC[C@@H](C)N(C(=O)NC(C)C)C[C@@H](C)[C@H](OC)CN(C)C2=O	nt	2	-1	-0.2	19	0.5	nt	3
Cc1cc(NC(=O)COC(=O)c2oc3c(ccc4ccccc43)c2C)no1	22	4	1	2.0	-14	0.0	0	-1
C[C@H](CO)N1C[C@H](C)[C@@H](CN(C)C(=O)C2CCCCC2)Oc2cc(C3=CCCC3)ccc2S1(=O)=O	-6	-1	7	19	12	-0.6	-7	1

Two entries from above, reformatted.
CCn1cc(C(=O)N2CC=C(c3ccccc3)CC2)c(=O)c2ccc(C)nc21
  esBAF inh: -1; ERp5 inh: -3; S100A4 inh HTS: -4; E-sel inducer: nt; RAD52 anneal inh: -7; Xi reactivation: nt; RAD54 inh: 3; ERAP1 HTS inh: 4

Cc1ccc2nc(C3CCCCC3)c(Cc3ccccc3)n2c1
  esBAF inh: 1; ERp5 inh: -14; S100A4 inh HTS: -3; E-sel inducer: 0.0; RAD52 anneal inh: -6; Xi reactivation: 0.4; RAD54 inh: 6; ERAP1 HTS inh: -2

Next part
SMILES	esBAF inh	ERp5 inh	S100A4 inh HTS	E-sel inducer	RAD52 anneal inh	Xi reactivation	RAD54 inh	ERAP1 HTS inh
CCN(CC)S(=O)(=O)c1ccc2c(c1)nc(CCC(=O)O)n2C	-8	0	-7	7.9	-20	0.0	10	-3
CN(CCOc1ccc(Cl)cc1)C(=O)C1CCN(C(=O)c2ccc(Cl)cc2)CC1	10	-2	-2	nt	-2	0.3	1	2
NC(=O)CSc1nnc(SCc2ccc(F)cc2)s1	-18	3	-24	27*	1	0.0	1	-2
C[C@@H]1CN([C@@H](C)CO)C(=O)Cc2cc(NC(=O)CCC(F)(F)F)ccc2O[C@@H]1CN(C)Cc1ccc(Oc2ccccc2)cc1	0	nt	nt	7.1	nt	-0.5	-5	nt
COc1ccc(S(=O)(=O)N(C)C[C@H]2Oc3ccc(NS(=O)(=O)c4cccs4)cc3CC(=O)N([C@H](C)CO)C[C@H]2C)cc1	0&5	2&-12	0&-2	-0.5&-0.2	1&-57	-0.2&0.0	0&-3	1&-3
CCN(CC(=O)NCc1ccc(Cl)cc1)C(=O)CN1C(=O)NC(C)(c2ccccc2)C1=O (configuration not stated)	-3	0	-5	nt	-3	0.0	-1	2
CC(C)(C)c1ccc(-c2noc(CCC(=O)Nc3cccnc3)n2)cc1	nt	2	-3	nt	-14	0.0	9	-1
COc1ccc(S(=O)(=O)NCC(c2cccs2)N2CCc3ccccc3C2)cc1 (configuration not stated)	4	-5	-23	0.2	-16	0.0	-3	0
CC(C)C[C@@H]1COc2cccc(N3CCC[C@@H]3CO)c2S(=O)(=O)N1	nt	-1	-5	-0.1	-7	-0.2	nt	3
Cc1cc2ccccc2n1CCC(=O)O	-4	7	-2	nt	-41	0.0	-5	3
Nc1nnnn1CC(=O)N/N=C/C=C/c1ccccc1	nt	9	3	-0.2	3	0.1	-1	nt
CCCNC(=O)c1onc(CSc2ccc(Cl)cc2)c1C(=O)NC(C)C	-5	-2	4	nt	-10	0.0	-2	-5
COc1ccccc1N1CCN(C(=O)c2sc3nc4n(c(=O)c3c2C)CCC4)CC1	2	2	-5	0.1	-16	0.2	-16	-3
CC(=O)N1CCN(CC(=O)Nc2ccc3c(c2)CCC3)CC1	nt	-4	3	nt	-11	0.0	nt	-3
CC(C)CC#Cc1ccc2c(c1)O[C@H](CN(C)Cc1ccccn1)[C@@H](C)CN([C@@H](C)CO)S2(=O)=O	3	-2	-1	0.3	13	0.1	2	-2
COc1ccc(S(=O)(=O)N2C[C@H](O)COC[C@H]3O[C@H](CC(=O)N[C@H]4CCN(Cc5ccccc5)C4)CC[C@@H]32)cc1	-1	nt	nt	0.1	nt	0.0	-1	nt
O=C(CNS(=O)(=O)c1ccccc1)OCC(=O)c1ccc([N+](=O)[O-])cc1	-2	nt	nt	-0.1	nt	0.0	-1	nt
COc1ccc(NC(=O)C2CCN(c3ncnc4c3nc3n4CCCCC3)CC2)cc1Cl	8	0	-15	nt	-14	0.1	5	3
N#Cc1ccc(-c2ccc([C@@H]3[C@@H](CO)N4C(=O)CN(C(=O)C5CCCC5)C[C@@H]34)cc2)cc1	nt	1	4	-0.1	18	0.0	nt	0
Cc1c(Cl)cccc1-n1cnc(=O)c2ccccc21	nt	nt	-8	nt	-19	0.0	nt	-2
COCCCN(C(=O)CSCC(=O)Nc1ccc(C)cc1)c1c(N)n(Cc2ccccc2)c(=O)[nH]c1=O	-5	-3	-4	nt	-32	-0.1	-8	0
CN/C(=C/[N+](=O)[O-])NCCSCc1ccc(CN(C)C)o1	1	3	0	1.5	55*	0.1	3	-4
COc1ccc(NC(=O)Nc2cccc3c2O[C@H](CN(C)S(=O)(=O)c2ccc(Cl)cc2)[C@H](C)CN([C@@H](C)CO)C3=O)cc1	3	-1	-1	0.0	-6	0.0	8	1
COc1ccc(NC(=O)[C@H](Cc2c[nH]c3ccccc23)NC(=O)[C@@H]2Cc3ccccc3CN2)cc1	9	-1	-4	nt	-23	nt	2	nt
C[C@H](NC(=O)C[C@H]1CC[C@@H]2[C@H](COC[C@H](O)CN2C(=O)Nc2cc(Cl)cc(Cl)c2)O1)c1ccccc1	1	-18	5	0.0	12	0.2	-16	-1
O=C1C(c2ccccc2)C2C=CC(C2)N1O (configuration not stated)	-5	7	0	0.0	3	-0.2	1	-4
CO[C@H]1CN(C)C(=O)c2cc(NC(=O)C3CC3)ccc2OC[C@@H](C)N(C(=O)C2CCCCC2)C[C@H]1C	8	2	-13	0.2	-6	0.3	-6	4
COc1ccc(Cl)cc1N1C(=N)SCC1=O	nt	3	-4	2.3	-6	0.0	nt	-3
COc1ccc(N2CCN(C(=O)COC(=O)c3ccccc3OCc3ccc(F)cc3)CC2)cc1	4	8	15	0.0	-3	0.0	-1	-3
CCOc1ccc2nc(S(=O)(=O)NC(=O)C3(C)CCN3C(=O)c3cc(C)n(C)n3)sc2c1 (configuration not stated)	3	0	-1	-0.2	-54	0.7	11	-1
Cc1ccc(-c2nnc(OCc3cccnc3)c3ccccc23)cc1	1	-5	-2	nt	10	0.1	-4	-1
CC(C)(C)NC(=O)CSc1nnc(SCC(=O)NC(C)(C)C)s1	0	-6	-3	-1.5	-8	0.4	6	9
Cc1ccc(N2CC(NC(=O)C(=O)c3c[nH]c4ccccc34)CC2=O)cc1C (configuration not stated)	nt	6	1	-1.7	-17	-0.3	nt	-1
O=C(CN1C(=O)NC2(CCCC2)C1=O)Nc1cc(S(=O)(=O)N2CCOCC2)ccc1OCC(F)(F)F	nt	-1	-1	-0.2	-9	0.0	6	2
O=C(CSc1nc2nc(-c3cccs3)cc(C(F)(F)F)c2c(=O)[nH]1)Nc1ccc(F)c(F)c1	nt	5	-4	nt	-13	0.0	nt	2
CCc1nc(N2CCN(C(=O)c3ccco3)CC2)c(C#N)c2c1COC(C)(C)C2	0	2	-3	2.8	-8	0.0	4	0
Oc1cccc(Nc2nc(N3CCOCC3)nc(N3CCOCC3)n2)c1	-11	-13	1	0.1	5	0.3	8	-1
NC(=O)c1cc(Sc2ccccc2)nc2ccccc12	-7	2	-1	-0.1	-1	0.0	-9	1
O=C(CCS(=O)(=O)c1ccc(Br)s1)Nc1ccccc1Br	-4	5	1	nt	-9	0.1	nt	3
COCC(=O)Nc1ccc2c(c1)OC[C@H](C)N(CC1CCCCC1)C[C@H](C)[C@H](OC)CN(C)C2=O	2	-2	-4	0.0	19	-0.4	9	-2
COc1ccc(CNC(=O)Nc2ccc(C)c(C)c2)cc1	13	1	-2	nt	-7	0.0	nt	-2
COc1ccc(CN(C)CCCn2cnc3c(OCc4ccccc4)ncnc32)cc1	4	-2	-1	-0.1	-9	0.3	-18	-1
O=C1CC(Sc2ccc(Cl)cc2)C(=O)N1c1ccc2c(c1)OCCO2 (configuration not stated)	nt	-1	-5	-0.6	-4	0.6	-24	-1
N#Cc1ccc(Nc2nc(-c3ccccc3)cs2)cc1	74*	2	16	-0.7	-5	nt	2	-2
C[C@H](CO)N1C[C@H](C)[C@@H](CN(C)Cc2ccc(-c3ccccc3)cc2)Oc2ccc(NC(=O)C3CC3)cc2CC1=O	-1	6	5	0.0	46	-0.1	0	0
O=C(c1cnccn1)N1CC2(C1)[C@H](c1ccccc1)[C@H](CO)N2C(=O)c1ccccc1	nt	5	-7	-0.1	-33	0.1	nt	-1
CN(C)CCNC(=O)c1onc(CSc2nc3ccccc3[nH]2)c1C(=O)NCCN(C)C	-2	1	-20	1.1	22	0.0	-10	2
CC1CCCCN1C(=O)CSc1nnc(-c2cccs2)o1 (configuration not stated)	18	1	-2	0.0	-11	-0.1	2	-5
Fc1ccc(OCCCCCCN2CCCC2)cc1	-11	1	-3	nt	-3	nt	1	0
C[C@@H]1CN([C@H](C)CO)C(=O)c2cc(NC(=O)C3CC3)ccc2O[C@H]1CN(C)S(=O)(=O)c1cccs1	-2	-10	1	-0.4	-17	1.2	1	0
CCN(CC(=O)Nc1ccc(OC)cc1)C(=O)c1ccc(=O)n(Cc2ccccc2)n1	-1	-2	-2	nt	-12	0.9	0	2
CCNC(=O)C[C@@H]1C=C[C@@H](NC(=O)NC2CCCCC2)[C@@H](CO)O1	-1	-1	-22	-0.1	-2	0.6	-8	-4
COc1ccc(-c2ccc3n(c2=O)C[C@H]2[C@H](CO)[C@@H](C(=O)N4CCOCC4)[C@@H]3N2C)cc1	-4	-2	-2	0.1	-8	0.3	1	-4
CC(=O)Nc1ccc(S(=O)(=O)NC(C)C(=O)NCC(c2ccco2)N(C)C)cc1 (configuration not stated)	-4	-3	-2	-0.2	-12	0.3	8	3
